POLH inh = DNA polymerase eta (human) inhibition; 390,000 compounds, 1.2% hits; recombinant Pol eta, fluorescent DNA replication assay; Potency, µM (titrated, usually from 114 µM), inactives show at the top dose activity change, negative = inhibition, actives largely listed as inhibitors; Q9Y253; also: % is scaled to controls: 0 for no effect and ±100 for the full control effect
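Pol eta at 10 nM preincubated with compounds 15 min at room temperature; reaction started with fluorescent substrate (50 nM final) and read kinetically at 0 and 10 min.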
Pol kappa inh = inhibitors of human DNA polymerase kappa | purified Pol kappa, fluorescent DNA synthesis assay, 10 min | Q9UBT6 | Potency, µM (titrated, usually from 107 µM), inactives show at the highest dose activity, negative = inhibition, hits mostly inhibitors | 400,000 compounds, 0.53% hits; also: % is scaled to controls: 0 for no effect and ±100 for the full control effect
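10 nM Pol kappa was preincubated with compounds for 15 min at room temperature. Reaction started with 50 nM (final) substrate. Fluorescence read kinetically at 0 and 10 min.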
POLI inh = blocks human DNA polymerase iota activity; Potency, µM (series often up to 115 µM), inactives show top-dose activity, negative = inhibition, most hits filed as inhibitors; AID 588590; Q9UNA4; Pol iota fluorescent replication assay, 10 min; 390,000 compounds, 1% hits
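Fluorescent replication assay read twice, at 0 min and 10 min after adding 50 nM (final) substrate. Enzyme (10 nM) and compounds were first incubated 15 min at room temperature; enzyme-free buffer wells were negative controls.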
Pol beta inh = DNA polymerase beta (human) inhibition; Potency, µM (series often up to 114 µM), for inactives: at the top dose activity change, negative = inhibition, actives largely listed as inhibitors; Pol beta primer extension/strand displacement, fluorescence kinetic; P06746; 340,000 compounds, 1.3% hits; also: % is scaled to controls: 0 for no effect and ±100 for the full control effect
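Curves were derived by four-parameter Hill fits of normalized qHTS data. The kinetic fluorescent primer-extension read was taken at 0 and 10 min after 50 nM substrate, following a 15 min room-temperature preincubation of 10 nM enzyme with compounds.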
JMJD2A Tudor = blocks the human JMJD2A Tudor domain. AID 504339. AlphaScreen JMJD2A-Tudor / H3K4me3 peptide binding. 390,000 compounds, 4.4% hits. Potency, µM (top dose mostly 114 µM), without a hit: at the highest dose activity change, negative = inhibition, actives largely listed as inhibitors; also: % is scaled to controls: 0 for no effect and ±100 for the full control effect; nearly all actives have a fitted effect of over 50% in size
G9a block = blocks human histone lysine methyltransferase G9a. Q96KQ7. G9a H3K9 monomethylation, AlphaScreen, 2 h. Potency, µM (series often up to 102 µM), without a hit: at the top dose activity, negative = inhibition, actives largely listed as inhibitors. 350,000 compounds, 8.8% hits; also: % is scaled to controls: 0 for no effect and ±100 for the full control effect; nearly all actives have a fitted effect of over 75% in size
Target sequence (Q96KQ7 913-1193 limits assumed): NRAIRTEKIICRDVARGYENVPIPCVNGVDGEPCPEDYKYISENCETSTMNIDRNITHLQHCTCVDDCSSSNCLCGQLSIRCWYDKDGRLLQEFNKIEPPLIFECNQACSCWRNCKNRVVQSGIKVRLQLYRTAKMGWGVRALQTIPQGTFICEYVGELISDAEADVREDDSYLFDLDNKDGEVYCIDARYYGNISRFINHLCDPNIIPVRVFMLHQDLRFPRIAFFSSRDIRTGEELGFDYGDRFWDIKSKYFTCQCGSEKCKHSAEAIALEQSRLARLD
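Readings reflect AlphaScreen signal from monomethyl-H3K9 antibody detection. HMT at 20 nM; substrate b-H3K9 500 nM; cofactor SAM 20 uM; 2 h RT reaction; compounds tested as titrations in qHTS with 15 min preincubation.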
BLM helicase inh = inhibitors of human Bloom syndrome helicase BLM. Potency, µM (top dose mostly 56.1 µM), inactives show top-dose activity change, negative = inhibition, hits mostly inhibitors. recombinant BLM DNA unwinding, fluorescence dequenching. AID 2528. 350,000 compounds, 0.2% hits;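 also: plate controls were vehicle for no effect and no enzyme for full effect; nearly all actives have a fitted effect of over 35% in size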
BAZ2B block = BAZ2B (human) inhibition; AlphaScreen BAZ2B-H3K14Ac peptide displacement; Potency, µM (titrated, usually from 114 µM), inactives show at the top dose activity change, negative = inhibition, actives largely listed as inhibitors; 360,000 compounds, 4.4% hits; also: % is scaled to controls: 0 for no effect and ±100 for the full control effect; nearly all actives have a fitted effect of over 60% in size
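Multi-concentration screen (max 110 uM) measuring displacement of acetylated histone H3 peptide from BAZ2B by AlphaScreen, using 50 nM protein, 50 nM peptide and 10 ug/mL streptavidin donor plus Ni-chelate acceptor beads.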
APE1 inh = blocks human APE1 abasic DNA cleavage. P27695. recombinant APE1, TAMRA/BHQ-2 abasic DNA cleavage fluorescence. Potency, µM (series often up to 65.8 µM), for inactives: at the top dose activity change, negative = inhibition, hits mostly inhibitors. 350,000 compounds, 0.35% hits. AID 2517;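 also: plate controls were vehicle for no effect and reference inhibitor for full effect; nearly all actives have a fitted effect of over 55% in size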
Target sequence (P27695 whole entry, looked up): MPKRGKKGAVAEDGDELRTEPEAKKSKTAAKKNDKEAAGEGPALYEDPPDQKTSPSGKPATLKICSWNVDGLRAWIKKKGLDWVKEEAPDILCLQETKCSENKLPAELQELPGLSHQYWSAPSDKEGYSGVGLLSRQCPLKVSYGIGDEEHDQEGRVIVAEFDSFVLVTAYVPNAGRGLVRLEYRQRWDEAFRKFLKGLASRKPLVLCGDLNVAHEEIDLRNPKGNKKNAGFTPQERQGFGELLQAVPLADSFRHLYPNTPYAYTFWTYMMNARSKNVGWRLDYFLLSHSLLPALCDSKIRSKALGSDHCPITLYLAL
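Kinetic fluorescence read (525 ex/598 em nm, three reads 60 s apart) of AP-site incision; signal = third minus first read. Enzyme 0.75 nM, dual-labelled THF duplex 50 nM, compound preincubation 15 min RT.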
* = called active by the depositor; ? = inconclusive; . = no result given; & = joins results of further samples; [ ] = another dose, or the depositor's remark. Calls follow the shape of the dose curve; as a rule, active = well fitted curve in the direction sought with a large enough effect; inconclusive = small, poorly fitted or top-dose-only effect, or another doubt; inactive = no such curve, though single readings can be large; an effect the other way counts as inactive or inconclusive. Potency is read from the fitted curve at half-maximal effect. These rows are one share of the data. The share of hits here may be higher or lower than overall.

SMILES	POLH inh	Pol kappa inh	POLI inh	Pol beta inh	JMJD2A Tudor	G9a block	BLM helicase inh	BAZ2B block	APE1 inh
CC(=O)Nc1cc(S(=O)(=O)Nc2cccc(C)c2)c(C)cc1C	-20%	-13%	6%	17%	15%	103%[activator][59 µM]	-4%	-31%	5%
CN(C)c1ccc(/C=N/NC(=O)CCc2nc3ccccc3[nH]2)cc1	30%	-23%	14%	13%	-27%	.	-4%	-7%	-1%
COC(=O)c1ccc(CN(C(=O)N2CCN(C)CC2)S(=O)(=O)c2ccc(C)cc2)cc1	0%	-13%	126%[activator]	.	3%	10%	.	16%	-10%
CC(=O)N1CCc2c(sc3c2c(=O)n(-c2ccccc2C)c(=O)n3CC(=O)c2ccccc2)C1	-12%	-7%	-1%	6%	-8%	16%[59 µM]	2%	9%	.
O=C(Nc1ccc(Cc2ccc(NC(=O)C3CC3)cc2)cc1)C1CC1	-17%	1%	13%	12%	-24%	-1%	-2%	.	?
CSc1n[nH]c(/N=C/c2oc(O)c3ccccc23)n1	-18%	-1%	50%[activator]	-6%	-17%	20µM*	-3%	?	-10%
O=C(Nc1cc(C(F)(F)F)cc(C(F)(F)F)c1)Nc1cnn(-c2ccc([N+](=O)[O-])cc2)c1C(F)(F)F	-17%	9%	-7%	-20%	-8%	12%[59 µM]	0%	-1%	0%
COc1cc(C(=O)NCC(=O)NNC(=O)CN(C)S(=O)(=O)c2ccc(Cl)cc2)cc(OC)c1OC	-12%	5%	24%	.	4%	.	.	.	21%
O=S(=O)(c1ccc(-c2cc(C(F)(F)F)on2)s1)N1CCN(c2cccc(Cl)c2)CC1	-18%	-3%	-22%	1%	-1%	?	0%	2%	.
CCOc1ccc(C(=O)CCC(=O)Nc2ccncc2)cc1	2%	3%	18%	.	-9%	-14%[12.7 µM]	.	24%	6%
CC1Cc2cc(S(=O)(=O)N3CCN(c4ccccc4F)CC3)ccc2N1C(=O)C1CC1 (stereo not given)	-17%	5%	-8%	3%	-2%	20%	-6%	-18%	24%
Cc1cc(C)nc(N2CCC(C(=O)NCc3cccs3)CC2)n1	-8%	-7%	2%[58.9 µM]	9%	-14%	13%	-3%	?	25%

Random excerpt: 6 entries already listed.
SMILES	POLH inh	Pol kappa inh	POLI inh	Pol beta inh	JMJD2A Tudor	G9a block	BLM helicase inh	BAZ2B block	APE1 inh
O=S(=O)(c1ccc(-c2cc(C(F)(F)F)on2)s1)N1CCN(c2cccc(Cl)c2)CC1	-18%	-3%	-22%	1%	-1%	?	0%	2%	.
COc1cc(C(=O)NCC(=O)NNC(=O)CN(C)S(=O)(=O)c2ccc(Cl)cc2)cc(OC)c1OC	-12%	5%	24%	.	4%	.	.	.	21%
CSc1n[nH]c(/N=C/c2oc(O)c3ccccc23)n1	-18%	-1%	50%[activator]	-6%	-17%	20µM*	-3%	?	-10%
Cc1cc(C)nc(N2CCC(C(=O)NCc3cccs3)CC2)n1	-8%	-7%	2%[58.9 µM]	9%	-14%	13%	-3%	?	25%
CC(=O)N1CCc2c(sc3c2c(=O)n(-c2ccccc2C)c(=O)n3CC(=O)c2ccccc2)C1	-12%	-7%	-1%	6%	-8%	16%[59 µM]	2%	9%	.
COC(=O)c1ccc(CN(C(=O)N2CCN(C)CC2)S(=O)(=O)c2ccc(C)cc2)cc1	0%	-13%	126%[activator]	.	3%	10%	.	16%	-10%

Other entries.
SMILES	POLH inh	Pol kappa inh	POLI inh	Pol beta inh	JMJD2A Tudor	G9a block	BLM helicase inh	BAZ2B block	APE1 inh
COc1cc(N=Nc2cccc(S(N)(=O)=O)c2)c2ccccc2c1N	?	-26%	?	?	13µM*	13µM*	4µM*	13µM*	?
O=C(c1cc(S(=O)(=O)N2CCOCC2)c(Cl)cc1Cl)N1CCCCC1	-7%	1%	-3%	-6%	-6%	18%	1%	27%	2%
CCc1nn(C(C)C(=O)NCCc2ccc(OC)c(OC)c2)c(=O)c2cc3occc3n12 (stereo not given)	-9%	-1%	-4%	10%	-5%	8%[59 µM]	1%	-2%	-6%
CCCCn1c(C)cc(/C=C(\C#N)C(=O)O)c1C	0%	-6%	-9%	?	-21%	8%[59 µM]	-5%	-4%	2%
CC(C)COc1cccc(C(=O)NC(=S)Nc2cccc(NC(=O)c3ccccc3Cl)c2)c1	-11%	-12%	-5%	33%	-11%	3%[59 µM]	-4%	3%	8%
Cc1nc(SCC(=O)Nc2cccnc2Cl)nc(C)c1C	13%	4%	91%[activator]	1%	-14%	40µM*	-3%	-38%	2%
COC(=O)c1ccccc1NC(=O)c1sc2nc(C)cc(C)c2c1NC(=O)c1ccccc1Cl	-16%	-25%	19%	3%	-18%	2%[59 µM]	-1%	-7%	.
Cc1cc(C)cc(NC(=O)CCC(=O)N2Cc3ccccc3Oc3ncccc32)c1	-21%	0%	10%	14%	-17%	8%[59 µM]	-4%	2%[57.1 µM]	.
O=S(=O)(c1cc(Cl)cc(Cl)c1O)N1CCC2(CC1)OCCO2	-5%	-11%	-8%	3%	-6%	64%	2%	-3%	7%
c1ccc2c(Cn3nnc4ccccc43)cccc2c1	-4%	-5%	6%	-12%	3%	-5%[12.7 µM]	-4%	24%	-5%
CC1Cc2ccccc2N1C(=O)CSc1nc2c(c(=O)n(C)c(=O)n2C)n1Cc1ccccc1 (stereo not given)	5%	0%	?	5%	-30%	-17%	-3%	-2%	-1%
Cc1cc(C)n(C(C)CNC(=O)c2ccc3c(c2)OCO3)n1 (stereo not given)	-1%	7%	47%[activator]	1%	-11%	-7%	-1%	-20%	56%[activator]
Cc1cccc(N2CCN(S(=O)(=O)c3ccc4c(c3)C(C)(C)C(=O)N4C)CC2)c1C	22µM*	?	?	13µM*	?	.	-29%	50µM*	-43%
Cc1cccc(C)c1NC(=O)C1CCCN1S(=O)(=O)c1ccc2c(c1)n(C)c(=O)c(=O)n2C (stereo not given)	-21%	8%	20%	11%	-6%	-6%	-1%	13%	18%
Clc1ccc(-c2nnnn2-c2ccc(Cl)cc2)cc1	-9%	-11%	28%	0%	24%	-2%	-4%	10%	-5%
Cc1cc(C(=O)OCC(=O)N2CC(C)OC(C)C2)ccc1[N+](=O)[O-] (stereo not given)	-15%	13%	22%	-11%	-3%	?	-7%	-23%	-5%
C=CCC(CC=C)(CNC(=O)C(=O)Nc1cccc(C(F)(F)F)c1)c1ccccc1	-9%	-13%	38%[activator]	-3%	0%	39%[59 µM]	-11%	6%	.
Cc1cc(C)nc(NC(=O)c2ccccc2O)n1	-11%	-11%	-11%	-10%	-16%	19%	-4%	4%	55%
CCCc1nnc(NC(=O)c2ccc([N+](=O)[O-])cc2)s1	-11%	-15%	13%	1%	-7%	4%[59 µM]	2%	8%	0%
O=C(O)c1ccc2c(=O)n(-c3ccc(F)cc3)c(=S)[nH]c2c1	-2%	0%	?	18%	-16%[11.4 µM]	?	0%	-7%	4%
Fc1ccc(CNc2nc3ccccc3n3nnnc23)cc1	-23%	2%	29%	8%	-1%	5%	3%	-2%	0%
CCC(Cc1ccccc1)NC(=O)C1CCN(S(=O)(=O)c2c(C)noc2C)CC1 (stereo not given)	12%	-3%	-7%	6%	-7%	1%	-9%	24%	4%
CCOC(=O)CN(C(=O)c1ccccc1)c1ccccc1C	-11%	-10%	1%	-9%	-5%[11.4 µM]	-3%[59 µM]	-1%	1%	-2%
O=C(N/C(=C\c1cccnc1)C(=O)N1CCCCC1)c1cccc(Br)c1	-14%	-7%	5%	-11%	-4%	-2%	-4%	2%	37%
CCOC(=O)CNC(=O)CSc1nnc(-c2ccccc2)n1Cc1ccco1	-5%	3%	12%	-12%	45µM*	?	-2%	-32%	-3%
Cc1[nH]c2ccccc2c1SCCNC(=O)c1ccc(F)cc1	-9%	-10%	-2%	11%	?	-3%[59 µM]	-6%	-23%	.
Nc1nc(Nc2cccc(Cl)c2)nc(NCc2ccco2)c1[N+](=O)[O-]	?	2%	?	3%	?	?	?	?	-1%
CC(NC(=O)/C=C/c1ccco1)c1nc2ccccc2n1Cc1c(Cl)cccc1Cl (stereo not given)	-19%	-5%	-11%	6%	4%	8%[59 µM]	-4%	8%	13%
COc1ccccc1CN1CCNC(=O)C1CC(=O)N(C)Cc1nc(C)cs1 (stereo not given)	-21%	4%	152%[activator]	9%	-8%	50µM*	-4%	-5%	19%
Cc1ccc(S(=O)(=O)N(C)C)cc1NC(=O)CSc1nncs1	0%	-4%	14%	.	-8%	-2%	.	-3%	-12%
CC(=O)OCC(=O)[C@]1(O)C(C)CC2C3CCC4=CC(=O)C=C[C@@]4(C)[C@]3(F)C(O)C[C@@]21C (stereo not given in full)	.	-11%[60.1 µM]	.	.	.	2%[2.33 µM]	-11%	.	11%
CCCC(=O)NC(C)c1nc2ccccc2n1Cc1ccccc1 (stereo not given)	-14%	1%	26%	38%	-3%	10%[59 µM]	-1%	-3%	.
O=C(c1cn(-c2ccccc2)nc1-c1ccncc1)n1nnc2ccccc21	-12%	8%	?	.	?	.	.	.	.
CCn1cc(C2=NC(C)CO2)c2ccccc21 (stereo not given)	-6%	-17%	5%	28%	-10%	3%[12.7 µM]	1%	8%	1%
CCN1c2ccccc2-c2nc3ccccc3n2C1c1ccncc1 (stereo not given)	-16%	-10%	9%	13%	-3%	2%	-4%	21%	15%
Cc1cccc(OCC(=O)Nc2ccc(C(=O)O)cc2NC(=O)COc2cccc(C)c2)c1	-20%	-5%	12%	1%	-9%	28%	-3%	-18%	29%
COc1ccc(Br)cc1/C=N/NC(=O)CN1CCCCC1	-5%	5%	-17%	-1%	1%	.	-11%	2%	14%
CCOC(=O)C1CCCN(C(=O)c2cn(CC(C)C)c(=O)c3cc(OC)c(OC)cc23)C1 (stereo not given)	-15%	-4%	9%	-2%	10%[57.1 µM]	-1%[59 µM]	-6%	-1%	-3%
NC(CSC12CC3CC(CC(C3)C1)C2)C(=O)O (stereo not given)	-15%	-2%[60.1 µM]	39%[activator]	23%	?	?	0%	?	1%
Nc1ncnc2c1ncn2C1CCCC1	-9%	1%[60.1 µM]	-4%	0%[57.1 µM]	?	-41%[59 µM]	.	3%	-11%&3%
Cc1ccc(C)c(Cn2c(C)c(CNCc3ccc(F)cc3)c(C(=O)O)c2C)c1	-20%	-12%	1%	-1%	-26%	-3%[59 µM]	0%	-35%	.
CC(C)(C)CN1CCN(Cc2nc(-c3ccc(F)cc3)cs2)CC1CCO (stereo not given)	-17%	-11%	146%[activator]	-10%	-7%	?	-15%	-12%	16%

Screening results deposited in PubChem by National Center for Advancing Translational Sciences (NCATS).
